Screens as filed in PubChem.
KCNH2 3.1 block: inhibitors of human KCNH2 3.1 potassium channel isoform; activity change, % (tested at about 1.8 µM); U2OS KCNH2 3.1, thallium flux FluxOr; active compounds read low; hit rate 0.95% among 340,000;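 active = maximum activity change below -70%; inconclusive = maximum activity change from -70% to -50%; inactive = maximum activity change above -50%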;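 also: thallium influx rate constant from kinetic fluorescence after stimulation buffer; % is scaled to controls: 0 for no effect and ±100 for the full control effect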
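Steps: virus added to U2OS suspension (4 h, RT, dark); medium with 10% FBS added, cells plated, 37 C overnight; FluxOr/Red40 loading buffer 45 min RT; stimulation buffer, 2 min kinetic read; rate constant normalized.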
ASM inhibitor: blocks human secretory acid sphingomyelinase | P17405 | placental ASM, HMU-PC fluorogenic substrate, 60 min | Potency, µM (titrated, usually from 57.5 µM), inactives show at the top dose activity change, negative = inhibition, usual class: inhibitors | hit rate 0.006% among 340,000 | AID 504937; also: potency is read from the fitted curve at half-maximal effect
Target sequence (P17405 47-631 limits assumed): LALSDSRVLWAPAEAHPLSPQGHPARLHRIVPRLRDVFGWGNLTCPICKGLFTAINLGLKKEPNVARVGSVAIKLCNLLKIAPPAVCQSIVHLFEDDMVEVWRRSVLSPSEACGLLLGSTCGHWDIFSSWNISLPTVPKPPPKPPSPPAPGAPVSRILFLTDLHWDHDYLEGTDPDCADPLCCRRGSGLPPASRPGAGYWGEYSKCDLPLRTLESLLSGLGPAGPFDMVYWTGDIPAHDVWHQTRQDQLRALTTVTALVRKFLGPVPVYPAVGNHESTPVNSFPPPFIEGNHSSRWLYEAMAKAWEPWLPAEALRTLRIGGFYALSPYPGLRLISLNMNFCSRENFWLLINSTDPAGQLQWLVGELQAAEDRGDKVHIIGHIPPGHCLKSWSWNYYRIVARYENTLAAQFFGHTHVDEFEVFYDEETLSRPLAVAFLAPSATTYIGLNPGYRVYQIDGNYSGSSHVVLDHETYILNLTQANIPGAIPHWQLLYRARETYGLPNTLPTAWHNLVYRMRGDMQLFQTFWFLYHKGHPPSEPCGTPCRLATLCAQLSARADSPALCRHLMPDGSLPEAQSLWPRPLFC
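Fluorescence read-out (Ex 386 nm, Em 447 nm) after stopping the reaction at pH 10. Enzyme: ASM from human placenta; substrate HMU-PC0, 9 uM final; 60 min, 37 °C. Compound preincubation 10 min, ambient temperature.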
a7 integrin act: activates integrin-mediated alleviation for muscular dystrophy; alpha7betagal myoblasts, beta-gal FDG fluorescence, 48 h; Potency, µM (series often up to 38.3 µM), without a hit: top-dose activation, hits mostly activators; hit rate 0.064% among 350,000;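 also: potency is read from the fitted curve at half-maximal effect; 100% = response of the positive control SU9516; nearly all actives have a fitted effect of over 60% in size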
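Alpha7betagal+/- myoblasts (passage 13) were plated 16-24 hr, then exposed to compounds (1:260 dilution of DMSO stock) for 48 hours at 37C. After MPER lysis, β-galactosidase reporter activity was read as FDG fluorescence (ex 480/em 540) after 30 minutes.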
TRPV1 agonist: activates the human vanilloid receptor TRPV1; activation, % at 8.33 µM; TRPV1-expressing cells, Fluo-8 calcium influx, agonist mode; hit rate 0.19% among 320,000; AID 540275; in the data active = activation above about 80%; inconclusive = between about 30% and that limit; also: 0% is about no effect
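Fluo-8 calcium influx in TRPV1-expressing cells, kinetic read (ex 480/em 520 nm). Compound added and read 3 min for agonist activity, followed by capsaicin at EC20 final and 2 min further read for enhancement.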
KCNH2 WT inh: KCNH2 (human, wildtype) channel inhibition | Q12809 | U2OS, BacMam KCNH2, thallium flux FluxOr; active compounds read low | hit rate 0.37% among 340,000 | activity change, % at 1.84 µM;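 active = maximum activity change below -70%; inconclusive = maximum activity change between -70% and -50%; inactive = maximum activity change above -50%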; also: % is scaled to controls: 0 for no effect and ±100 for the full control effect
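U2OS cells transduced with wild-type KCNH2 virus are loaded with FluxOr dye for 45 min, and thallium flux is measured in kinetic reads before and after stimulation buffer. Rate constants are normalized to DMSO controls.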
CXXC DNA block: MLL CXXC-DNA interaction inhibition | Q03164 | MLL-CXXC / FITC-HOXA9 DNA fluorescence polarization | Potency, µM (highest dose often 115 µM), for the others: at the top dose activity change, negative = inhibition, usual class: inhibitors | hit rate 0.037% among 290,000 | AID 2662; active = well fitted inhibition curve with a large enough effect in the polarisation, with a control signal flat, not every such curve was filed as active; inconclusive = small, poorly fitted or top-dose-only effect, or effect the other way, or a change in a side signal; inactive = no such curve, though single readings can be large or run the other way; the % refers to the polarisation; also: potency is read from the fitted curve at half-maximal effect
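Purified MLL-CXXC (added from a 7 uM solution) was preincubated 5 min at ambient with pinned compounds in 50 mM Tris-HCl pH 7.5, 50 mM NaCl, 1 mM DTT, 0.05% BSA. Fluorescein-labeled HOX-A9 DNA (50 nM solution) followed, 30 min, then polarization read.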
MBNL1 CUG block: blocks human MBNL1 binding to CUG repeat RNA | Q9NR56 | TR-FRET MBNL1-His/biotin-(CUG)12 binding, 665/545 ratio | Potency, µM (top dose mostly 57.5 µM), without a hit: at the highest dose activity change, negative = inhibition, usual class: inhibitors | hit rate 0.036% among 280,000; active = well fitted inhibition curve with a large enough effect in the signal ratio, with a control signal flat, not every such curve was filed as active; inconclusive = small, poorly fitted or top-dose-only effect, or effect the other way, or a change in a side signal; inactive = no such curve, though single readings can be large or run the other way; the % refers to the signal ratio; also: potency is read from the fitted curve at half-maximal effect; % is scaled to controls: 0 for no effect and ±100 for the full control effect
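TR-FRET readout: Ex 340 nm, 665/545 nm emission ratio, normalized to buffer-only (basal) and MBNL1-(CUG)12 controls. Complex of MBNL1-His with Biotin-(CUG)12, compounds 92 nM–58 uM, incubated 60 min at room temperature.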
GALK inhibitor: blocks human galactokinase activity | P51570 | Purified GALK, Kinase-Glo residual ATP luminescence | Potency, µM (series often up to 57.5 µM), without a hit: at the top dose activity change, negative = inhibition, most hits filed as inhibitors | hit rate 0.007% among 270,000 | AID 1868; also: potency is read from the fitted curve at half-maximal effect; % is scaled to controls: 0 for no effect and ±100 for the full control effect
Target sequence (P51570 whole entry, looked up): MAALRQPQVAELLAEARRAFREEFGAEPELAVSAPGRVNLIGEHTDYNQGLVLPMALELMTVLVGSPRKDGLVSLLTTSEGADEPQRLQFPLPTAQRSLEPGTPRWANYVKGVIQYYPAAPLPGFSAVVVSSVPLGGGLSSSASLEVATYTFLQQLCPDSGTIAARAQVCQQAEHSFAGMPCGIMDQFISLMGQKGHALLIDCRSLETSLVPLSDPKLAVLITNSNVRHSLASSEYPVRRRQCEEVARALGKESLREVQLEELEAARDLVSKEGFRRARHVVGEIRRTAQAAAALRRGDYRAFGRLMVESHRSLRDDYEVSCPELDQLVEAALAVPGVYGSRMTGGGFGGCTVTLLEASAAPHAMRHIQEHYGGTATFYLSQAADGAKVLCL
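Quantitative HTS: GALK 5 nM, ATP 35 uM, galactose 100 uM, 1 h room temperature, then luciferase-based ATP detection.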
Coupling enz: inhibits coupling enzyme system, counter-screen for aldolase hits; coupling enzyme system counterscreen, AmpLite Red fluorescence; activity change, negative = inhibition, % at 58.2 µM, hits read low; hit rate 0.67% among 290,000; AID 2472; in the data active = activity change below about -30%; also: % is scaled to controls: 0 for no effect and ±100 for the full control effect
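First, compound is pin-transferred into glyceraldehyde-3-phosphate coupling-enzyme reagent at 57.5 uM final and held 10 min at RT. Next, substrate, coupling system and AmpLite Red are added. After 20 min RT, fluorescence (525/598 nm) is read.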
A-T KAP1 phos: candidate therapy for ataxia-telangiectasia | […] A-T fibroblasts, KAP-1 phosphorylation AlphaLISA; neocarzinostatin DNA damage 30 min before lysis | Potency, µM (titrated, usually from 57.5 µM), for the others: top-dose activation, usual class: activators | hit rate 0.19% among 320,000 | AID 485349; also: potency is read from the fitted curve at half-maximal effect; % of control where 0% means no effect; nearly all actives have a fitted effect of over 45% in size
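hTERT-immortalized A-T patient fibroblasts ([…]), 500 cells/well in OPTI-MEM, 1% FBS, got compounds for 60 min, then NCS for 30 min at 37C. Lysates were then assayed for phospho-KAP-1 by AlphaLISA (anti-pKAP1 donor, anti-KAP1 acceptor beads), 6 hr at 25C.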
Starred values were filed as active, the others as inactive; u = inconclusive; x = not tested or not shown; [ ] = another dose, or the depositor's remark. Unless noted, calls follow the shape of the dose curve; as a rule, active = well fitted curve in the direction sought with a large enough effect; inconclusive = small, poorly fitted or top-dose-only effect, or another doubt; inactive = no such curve, though single readings can be large; an effect the other way counts as inactive or inconclusive.

SMILES	KCNH2 3.1 block	ASM inhibitor	a7 integrin act	TRPV1 agonist	KCNH2 WT inh	CXXC DNA block	MBNL1 CUG block	GALK inhibitor	Coupling enz	A-T KAP1 phos
CCCCOc1ccc(NC(=O)C2CC=CCC2C(=O)O)cc1 (stereo not drawn)	2.4	-1.3%	-21.5%	-0.9	3.0	4.3%	0.8%	-2.8%	6.2	-0.8%
NNc1ncnc2sc3c(c12)CCC3	-1.2	1.5%	-16.5%	-3.2	-9.7	7.5%	5.2%	0.5%	-7.3	-2.3%
O=[N+]([O-])c1ccc(CSc2ncnc3ccccc23)cc1	-0.9	-11.7%	-13.4%	5.9	-2.7	1.1%	u	8.8%	0.4	0.9%
Cc1noc(C)c1COC(=O)C1CCN(S(=O)(=O)c2c(Cl)cccc2Cl)CC1	-7.5	1.4%	5.4%	12.0	21.7	x	x	x	x	-0.1%
Cc1ccc(O)c(-c2cc(C(=O)Nc3ccc(S(=O)(=O)N4CC(C)OC(C)C4)cc3)[nH]n2)c1 (stereo not drawn)	-19.1	-17.8%	-34.5%	3.1	-4.0	11.1%	0.0%	-3.5%	-0.4	-4.5%
Cc1c(C)n(Cc2ccccc2)c2ccc(C(=O)OCCCN(C)C)cc12	-6.7	-6.5%	-65.2%[inhibitor]	-1.0	-10.9	-10.0%	-3.7%	0.7%	11.2	14.5%
CC1CCN(C(=O)CN2C(=O)C(=O)N(C(C)C)C2=O)c2ccccc2S1 (stereo not drawn)	8.7	3.1%	7.0%	4.0	-5.1	x	x	x	x	9.8%
O=C(N=C1SC2CS(=O)(=O)CC2N1c1ccccc1F)C1CCCCC1 (stereo not drawn)	4.6	-1.7%	24.9%	10.8	14.9	-16.5%	-11.2%	-1.4%	-4.6	9.1%
CN(C)c1ccc(/C=[N+](\[O-])C2SC(=S)N(C)C2(C)C)cc1 (stereo not drawn)	3.5	6.5%	-5.3%	1.8	0.5	0.8%	u	2.7%	0.5	-5.3%
CCC1=Nc2cc(C(=O)N3CCCCC3)ccc2Sc2ccc(C)cc21	5.6	-7.7%	32.4%	u	-2.4	5.0%	-6.9%	0.0%	2.8	-1.0%
COC(=O)C1CCN(c2cc(=O)n(-c3ccc(OC)cc3)c(=O)[nH]2)CC1	-8.9	1.2%	-12.0%	-0.6	-4.9	3.0%	-8.7%	1.9%	2.3	0.4%
CCOc1ccc(/C=N/Nc2cc(N3CCOCC3)nc(C)n2)c(O)c1	-7.7	29.3%	-35.8%[inhibitor]	0.6	-9.1	-4.9%	5.5%	-0.2%	-0.6	12.7%
CC(=O)Nc1cccc(-c2csc(NCc3ccco3)n2)c1	-1.9	-2.4%	-29.1%	-2.0	-0.6	21.6%	8.2%	-2.4%	-0.9	0.9%
CC(=O)NC/C(C)=N\Nc1ccc([N+](=O)[O-])cc1	x	-3.9%	15.3%	2.6	19.5	47.4%[activator]	u	-2.5%	-1.9	1.2%
O=C(CSc1nnc(COc2ccccc2)o1)N1CCCCC1	0.5	2.5%	16.0%	27.1	3.5	45.2%[activator]	-3.1%	1.3%	3.6	-5.9%
O=C(NCc1c(Cl)cccc1Oc1ccccc1)c1ccccc1	5.2	-1.5%	13.2%	u	-0.7	-0.8%	1.6%	x	1.1	4.9%
O=C(NC(=S)N1CCCCCC1)c1cccc([N+](=O)[O-])c1	-7.2	3.7%	-29.4%	1.3	4.0	x	x	x	x	2.2%
CCOc1ccccc1N1CCN(Cc2cccc(OC)c2OC)CC1	3.8	1.8%	15.4%	-8.8	10.1	2.6%	-13.1%	0.2%	-41.1*	3.1%
O=C(Nc1ccc(Br)cc1F)c1ccc2c(c1)OCCO2	3.5	3.2%	20.9%	u	-1.4	15.8%	-1.4%	0.9%	1.3	1.7%
CC(=O)Nc1ccc(S(=O)(=O)N(C)c2ccc(OCCOc3cccc(C)c3)cc2)cc1	-5.5	-14.3%	-5.3%	x	28.0	x	x	x	x	9.9%
O=C(OCC(=O)N1CCCC1=O)c1cc2ccccc2o1	18.5	6.6%	2.2%	-1.3	-3.5	x	x	x	x	-12.4%
Cc1ccc(-c2cnc(-c3ccccc3C(=O)O)o2)cc1	-14.0	2.1%	12.3%	1.8	20.1	u	4.3%	-3.0%	6.3	-1.3%
Cc1ccc(-c2csc(NCCn3c(C)nc4cc(C(F)(F)F)ccc43)n2)cc1	3.2	-20.3%	-3.2%	x	2.8	x	x	x	x	2.8%
Cc1cccc(CSC2=NN3CCCC(=O)N=C3S2)c1	27.8	4.9%	8.4%	u	-1.4	-1.2%	4.3%	x	0.4	-26.5%
O=C(NCc1n[nH]c(=S)n1-c1ccccc1)c1cccs1	12.3	-1.1%	-5.6%	-0.4	-6.6	4.5%	-3.0%	13.5%	3.5	-1.3%
Cc1ccc(-n2nc3c(N4CCC(C(=O)NCc5ccc(C)o5)CC4)nnc(C)c3c2C)cc1	-17.4	6.3%	-46.2%[inhibitor]	u	0.2	36.3%[activator]	7.6%	-1.2%	0.5	-1.6%
O=C(CNC(=O)c1ccccc1F)NCCOc1cccc(Cl)c1Cl	22.4	-0.1%	-0.8%	-0.7	4.9	6.5%	6.8%	0.0%	-1.2	1.8%
COc1ccc(/C=N/NC(=O)c2ccc3nc[nH]c3c2)cc1OC	12.1	3.6%	1.8%	1.0	4.6	-1.8%	u	0.5%	0.6	7.9%
COc1ccc2[nH]c(C)c(CN3CCC(C)CC3)c(=O)c2c1	4.8	-1.6%	12.0%	3.7	7.3	4.1%	-7.9%	3.4%	-0.2	-3.1%
Cc1nn(Cc2ccccc2Cl)c(C)c1C(=O)NCCN1C(=O)S/C(=C\c2ccccc2)C1=O	-3.3	-0.7%	-33.5%	-9.5	4.6	11.1%	x	-0.7%	2.6	-10.2%
Cc1ccc(C)c(Nc2ccc3nonc3c2[N+](=O)[O-])c1	17.0	-12.0%	13.1%	1.5	x	8.0%	u	-0.6%	1.1	8.4%
C/C(=N\Nc1cccc(Cl)c1)c1ccncc1	6.7	-3.9%	-28.6%	1.7	-7.8	-3.1%	5.1%	12.2%	-11.8	2.7%
Cc1ccc(N(Cc2cc3ccc(C)cc3[nH]c2=O)S(=O)(=O)c2ccccc2)cc1	1.6	-7.6%	1.5%	3.4	5.7	23.2%	18.6%	-3.6%	-2.8	4.4%
C=CCOC(=O)C1=C[C@H](c2ccc(C(F)(F)F)cc2)C[C@H](OCCCCO)O1	1.3	1.7%	-3.9%	x	-11.3	x	x	x	x	x
c1cncc(CNc2c3c(nc4nnnn24)CCCC3)c1	-2.7	1.4%	-4.6%	2.9	-5.3	6.4%	6.8%	1.7%	0.9	-10.0%
CCC(N)C12CC3CC(CC(O)(C3)C1)C2 (stereo not drawn)	-11.4	2.1%	u	-0.8	1.1	-3.9%	-0.6%	-1.1%	-0.9	2.0%
CC(=O)Nc1ccccc1-c1nnn(CC(=O)Nc2ccc3c(c2)OCCO3)n1	-1.3	-1.6%	12.3%	29.1	12.4	-4.6%	-4.0%	-0.7%	-0.6	-2.9%
COc1ccc(Cl)cc1C(=O)NC(=S)Nc1ccccc1N1CCOCC1	-3.6	-6.5%	27.4%	5.4	24.7	-4.8%	1.4%	-2.2%	1.5	-3.7%
O=C(CN1C(=O)NC2(CCCCCC2)C1=O)c1ccc2c(c1)OCCO2	-8.8	-0.3%	-5.7%	1.9	-6.9	-1.3%	1.1%	-3.0%	-0.6	0.6%
O=C1CC(c2ccc(Cl)cc2)n2nc(N3C(=O)CCC3=O)nc2N1 (stereo not drawn)	0.8	8.1%	6.9%	1.7	-2.9	2.4%	u	-0.3%	2.5	0.3%
COc1ccc(NC(=O)/C(C#N)=C/c2ncc([N+](=O)[O-])n2C)c(OC)c1	-5.4	4.4%	-7.7%	-1.7	-2.6	2.2%	2.2%	5.0%	-1.5	9.2%
Cc1cc2ncn(CCC(=O)NC3CCCC3)c2cc1C	13.5	4.2%	19.4%	-0.3	-22.8	-2.5%	-4.5%	-2.5%	1.0	-1.5%
COc1ccc2c(c1)SC(C)CC2=O (stereo not drawn)	-2.1	-1.9%	3.8%	-0.4	-11.3	0.5%	-0.7%	-3.0%	2.2	1.9%
COc1cc(CNCc2ccccc2Cl)ccc1OCC(=O)NC1CCCCC1	15.0	4.5%	-24.5%	-2.5	25.4	-2.9%	0.4%	-7.5%	x	10.0%
